Source: PubChem
M4 ag: human M4 muscarinic receptor agonists, primary screen, CHO-K1 cells, Fluo-8 calcium fluorescence; Muscarinic acetylcholine receptor M4 (Homo sapiens), P08173; CHO-K1 hM4/Gqi5; vehicle 0%, full acetylcholine response 100%; activation, % at 3 µM; 0.14% of 360,000 active;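 active = activation above the run mean over all test wells plus 3 SD, cut at about 32% in these data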;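 also: peak over basal fluorescence ratio per well then scaled between controls; 0% = DMSO wells and 100% = acetylcholine at EC100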
Target sequence (P08173 whole entry, looked up): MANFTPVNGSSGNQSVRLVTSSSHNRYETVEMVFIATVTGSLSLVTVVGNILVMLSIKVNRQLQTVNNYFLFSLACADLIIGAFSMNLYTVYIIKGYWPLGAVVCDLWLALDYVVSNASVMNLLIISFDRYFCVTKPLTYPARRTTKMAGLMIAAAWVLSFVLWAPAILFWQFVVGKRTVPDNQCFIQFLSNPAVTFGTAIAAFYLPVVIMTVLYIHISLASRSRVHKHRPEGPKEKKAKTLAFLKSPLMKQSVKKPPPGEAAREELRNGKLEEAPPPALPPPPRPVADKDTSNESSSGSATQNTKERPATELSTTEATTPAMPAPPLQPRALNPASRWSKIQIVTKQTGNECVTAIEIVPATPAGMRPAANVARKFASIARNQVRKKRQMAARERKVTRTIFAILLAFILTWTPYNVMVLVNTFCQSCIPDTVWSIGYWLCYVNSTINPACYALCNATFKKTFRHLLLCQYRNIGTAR
M4 PAM: human M4 muscarinic receptor positive allosteric modulators, primary screen, CHO-K1 cells, Fluo-8 calcium fluorescence; Muscarinic acetylcholine receptor M4 (Homo sapiens), P08173; CHO-K1 hM4/Gqi5, ACh EC20; 0% = ACh EC20, 100% = maximal ACh; activation, % at 3 µM; 0.4% of 360,000 active;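 active = activation above its plate's cutoff, the mean activation of sample wells plus 3 SD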; also: some results filed as inactive read as strong as hits
M5 antag: human M5 muscarinic receptor antagonists, primary screen, CHO cells, Fluo-8 calcium fluorescence; 0.59% of 360,000 active; inhibition, % at 3 µM; Muscarinic acetylcholine receptor M5 (Homo sapiens), P08912; CHO-hM5 cells, ACh EC80;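 active = inhibition above a per-plate cutoff, the mean of that plate's test compounds plus 3 SD, cut at about 27% in these data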;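 also: 0% = acetylcholine EC80 with DMSO and 100% = DMSO without agonist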
M4 antag: human M4 muscarinic receptor antagonists, primary screen, CHO cells, Fluo-8 calcium fluorescence. inhibition, % at 3 µM. Muscarinic acetylcholine receptor M4 (Homo sapiens), P08173. CHO-hM4 cells, ACh EC80. 0.73% of 360,000 active;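 active = inhibition above its plate's cutoff, the mean inhibition of sample wells plus 3 SD, cut at about 27% in these data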;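 also: 0% = acetylcholine EC80 with DMSO and 100% = DMSO without agonist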
M1 PAM: human M1 muscarinic receptor positive allosteric modulators, primary screen, CHO-K1 cells, Fluo-8 calcium fluorescence, 1536-well; Muscarinic acetylcholine receptor M1 (Homo sapiens), P11229; CHO-K1 hM1, ACh EC20; 0% = ACh EC20, 100% = maximal ACh; activation, % at 3 µM; 0.088% of 360,000 active; in the data active = activation above about 19%, passing the limit was not always enough
Target sequence (P11229 whole entry, looked up): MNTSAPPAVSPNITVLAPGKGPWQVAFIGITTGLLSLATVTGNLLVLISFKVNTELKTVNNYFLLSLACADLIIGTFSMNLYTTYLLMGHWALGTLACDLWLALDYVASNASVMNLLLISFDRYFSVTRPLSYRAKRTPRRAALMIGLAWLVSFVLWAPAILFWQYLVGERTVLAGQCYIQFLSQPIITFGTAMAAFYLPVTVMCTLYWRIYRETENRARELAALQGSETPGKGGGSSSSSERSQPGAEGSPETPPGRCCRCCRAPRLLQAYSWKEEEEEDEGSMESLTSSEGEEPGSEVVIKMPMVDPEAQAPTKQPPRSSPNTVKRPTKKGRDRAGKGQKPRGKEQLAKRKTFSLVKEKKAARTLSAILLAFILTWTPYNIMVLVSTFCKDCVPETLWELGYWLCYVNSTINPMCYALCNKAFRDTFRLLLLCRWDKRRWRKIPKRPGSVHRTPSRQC
CRFBP-R2 block: antagonists of CRF-BP/CRF-R2 complex, primary screen, cell-based, HEK293, calcium dye fluorescence, uHTS | inhibition, % at 11.8 µM | 0.59% of 350,000 active | CRF-induced calcium fluorescence | AID 588475, 2011;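 active = inhibition of the ligand-induced calcium signal above about 50% at the single tested concentration, limit read from the data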
M5 PAM: human M5 muscarinic receptor positive allosteric modulators, primary screen, CHO-K1 cells, Fluo-8 calcium fluorescence. CHO-K1 hM5, ACh EC20 PAM; 0% = ACh EC20, 100% = ACh EC100. activation, % at 3 µM. 0.3% of 360,000 active. AID 624038, 2012;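 active = activation above the run cutoff, the mean activation of all test compounds plus 3 SD, cut at about 18% in these data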
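System: CHO-K1 hM5 cells. Reagent: acetylcholine, EC20 level. Compound dosing: single dose, 3 µM nominal final test concentration. Timing: Post-acetylcholine fluorescence recording 140 s. Detection: Fluo-8 calcium fluorescence. Read-out: % activation, ACh-normalized. Benchmarks: ACh EC20 and EC100 wells. Repeats: singlicate, one well per test compound.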
CRFR2-BP ag: agonists of CRF-BP/CRF-R2 complex, primary screen, cell-based, HEK293, calcium dye fluorescence, uHTS; 0.46% of 350,000 active; activation, % at 13.2 µM; calcium dye fluorescence (FLIPR); percent of saturating CRF peptide response; AID 588473, 2011; CRF-binding protein / CRF receptor 2 complex (human);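 active = activation of at least 50%, plus an integration ratio under a set limit after plate pattern correction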;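 also: plate controls were neutral control wells without compound for no effect and CRF at EC100 for full effect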
CHRM5 agonist: human M5 muscarinic receptor agonists, primary screen, CHO-K1 cells, Fluo-8 calcium fluorescence; activation, % at 3 µM; 0.19% of 360,000 active; Muscarinic acetylcholine receptor M5 (Homo sapiens), P08912; AID 624037, 2012; CHO-K1 hM5 cells; 0% DMSO wells, 100% maximal acetylcholine response;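 active = activation above the run's mean over test compounds plus 3 SD, cut at about 23% in these data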;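 also: signal is peak over basal fluorescence ratio across the kinetic read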
* = called active by the depositor; . = no result given.

Abbreviations: A = M4 ag; B = M4 PAM; C = M5 antag; D = M4 antag; E = M1 PAM; F = CRFBP-R2 block; G = M5 PAM; H = CRFR2-BP ag; I = CHRM5 agonist
> COc1ccc(CCNC(=O)c2sc3ccccc3c2Cl)cc1OC
  A: 7 | B: -8 | C: -3 | D: -5 | E: 3 | F: 22 | G: -2 | H: -2.0 | I: -5
> CCCCNc1nc2ccccc2n1CC(=O)Nc1c(C)cccc1CC
  A: 1 | B: -5 | C: 3 | D: -11 | E: 2 | F: -40 | G: -2 | H: -0.1 | I: -5
> CC(C)CN(C(=O)CCC(=O)OCC(=O)NCCc1ccccc1)c1c(N)n(CC(C)C)c(=O)[nH]c1=O
  A: 1 | B: 4 | C: -3 | D: -9 | E: 7 | F: 29 | G: 4 | H: 3.7 | I: -2
> COc1ccc(NC(=O)Cn2nc(C(=O)O)c3ccccc3c2=O)cc1S(=O)(=O)N1CCCCC1
  A: 2 | B: 3 | C: 5 | D: -1 | E: 3 | F: -13 | G: 2 | H: -2.7 | I: 0
> Cc1ccc(SCCNC(=S)Nc2ccc(C)c(C)c2)cc1
  A: 1 | B: -28 | C: 4 | D: -1 | E: -13 | F: 1 | G: -17 | H: 0.6 | I: -7
> Cc1ccc(CCP(=O)(O)CN2CCOCC2)cn1
  A: 0 | B: 11 | C: 3 | D: 3 | E: 6 | F: -2 | G: -1 | H: 7.6 | I: 2
> COC(=O)CCC(C)C1CCC2C3C(OC(C)=O)CC4CC(O)CCC4(C)C3CC(O)C12C (stereo not given)
  A: 6 | B: 2 | C: -6 | D: -5 | E: 4 | F: -3 | G: 2 | H: 0.7 | I: 3
> Cc1ccc(S(=O)(=O)N2CN(Cc3ccco3)c3nc4ccccc4nc32)cc1C
  A: 6 | B: -8 | C: 6 | D: 8 | E: -3 | F: 14 | G: -11 | H: -1.0 | I: 4
> COc1ccc(NC(=O)CCCC2CCCCC2)cc1S(=O)(=O)N1CCCCC1
  A: 1 | B: 17 | C: -4 | D: -4 | E: 7 | F: 64* | G: 7 | H: -1.9 | I: -1
> O=C(CN1C(=O)NC2(CCCC2)C1=O)N1CCN(S(=O)(=O)c2ccccc2Br)CC1
  A: 1 | B: -1 | C: 6 | D: -1 | E: 0 | F: 3 | G: -1 | H: -0.7 | I: -1
> Cc1ccc(CN(Cc2cc3cc(C)ccc3[nH]c2=O)C(=O)N2CCOCC2)cc1
  A: 1 | B: 0 | C: 2 | D: 6 | E: -1 | F: -9 | G: -8 | H: -0.5 | I: -1
> O=C(NC1=C(NC2CCS(=O)(=O)C2)C(=O)c2ccccc2C1=O)c1ccccc1 (stereo not given)
  A: 4 | B: -2 | C: 8 | D: -2 | E: 2 | F: 12 | G: 6 | H: -0.2 | I: -1
> COc1ccc2c(c1OC)CN1CCc3cc4c(cc3[C@@H]1[C@@H]2O)OCO4
  A: 3 | B: 4 | C: 13 | D: -7 | E: 13 | F: 2 | G: -3 | H: -0.8 | I: 1
> CCC(=O)N1CCC1(C)C(=O)Nc1ccc(Cl)c(Cl)c1 (stereo not given)
  A: 2 | B: 1 | C: 10 | D: -7 | E: 8 | F: . | G: 3 | H: . | I: -2
> Cc1nnc2sc(SCC(=O)N3CCc4ccccc43)nn2c1=O
  A: 0 | B: -10 | C: 4 | D: 0 | E: 3 | F: 6 | G: -3 | H: 1.0 | I: -2
> Cn1c(SCC(=O)c2c(N)n(C)c(=O)n(C)c2=O)nnc1-c1ccccc1F
  A: 2 | B: -2 | C: 12 | D: 9 | E: -3 | F: -4 | G: 5 | H: -0.3 | I: 3
> CN(Cc1cn(C)c2ccccc12)C(=S)Nc1cc(F)cc(F)c1
  A: 0 | B: -1 | C: 3 | D: 2 | E: 7 | F: -3 | G: -5 | H: -1.3 | I: -5
> CS(=O)(=O)N1Cc2ccccc2CC1C(=O)OCC(=O)Nc1ccc2ccccc2c1 (stereo not given)
  A: 18 | B: -15 | C: 5 | D: 18 | E: 4 | F: -13 | G: -5 | H: 1.0 | I: 0
> Cc1nc2c3cc(F)ccc3n(Cc3ccccc3F)c2s1
  A: -1 | B: -7 | C: 1 | D: -3 | E: -1 | F: -26 | G: 4 | H: 0.5 | I: -2
> Cc1nn(C)c(C)c1CN(C)C(=O)c1cnn2c1NC(c1ccccc1)CC2C(F)(F)F (stereo not given)
  A: 4 | B: -6 | C: 14 | D: 2 | E: -3 | F: -20 | G: 0 | H: -0.4 | I: 2
> Cc1ccc(NS(=O)(=O)c2ccc(C(=O)NNC(=O)c3ccccc3O)cc2)cc1
  A: 2 | B: 16 | C: -4 | D: -9 | E: 8 | F: -22 | G: 14 | H: 1.0 | I: -1
> Cc1nonc1NC(=O)CSc1nnnn1-c1ccccc1
  A: 2 | B: -8 | C: 11 | D: -1 | E: 15 | F: 7 | G: -2 | H: 0.6 | I: -2
> O=C(CN1CCN(C2CCCCC2)CC1)NCCC1=CCCCC1
  A: -1 | B: 2 | C: 5 | D: 1 | E: -14 | F: 29 | G: -2 | H: -2.7 | I: -3
> O=C1/C(=C\c2ccncc2)SC(=S)N1C1CCCCC1
  A: 1 | B: 8 | C: 3 | D: -18 | E: 12 | F: -14 | G: 1 | H: -0.4 | I: -2
> CC1(C(=O)N2Cc3ccccc3C2)CCN1C(=O)Cc1ccccc1 (stereo not given)
  A: 2 | B: 6 | C: -10 | D: -15 | E: 15 | F: . | G: 4 | H: . | I: 2
> Cc1ccc(S(=O)(=O)N2CCN(C(=O)n3ccnc3)CC2)cc1
  A: 1 | B: 2 | C: -1 | D: -5 | E: 12 | F: -7 | G: 6 | H: -0.9 | I: 0
> Cc1c(-c2ccccc2)oc2c(C(=O)N3CCN(c4ccc([N+](=O)[O-])cc4)CC3)cccc2c1=O
  A: 1 | B: -7 | C: -1 | D: -2 | E: 4 | F: -32 | G: -4 | H: 3.1 | I: 0
> Cc1c(C(=O)C(=O)N2CCCc3ccccc32)c2ccccc2n1C
  A: 2 | B: 9 | C: 1 | D: -7 | E: 5 | F: 12 | G: 2 | H: -3.9 | I: -1
> O=C1C2C3C=CC(CC3)C2S(=O)(=O)C2C3C=CC(CC3)C12 (stereo not given)
  A: 1 | B: 3 | C: -3 | D: 1 | E: 8 | F: 0 | G: 0 | H: 1.9 | I: -1
> Cc1cccc(CN2C(=O)N/C(=C/c3cc(C)n(-c4ccccn4)c3C)C2=O)c1
  A: 1 | B: -7 | C: 2 | D: 21 | E: -4 | F: 0 | G: -1 | H: 0.9 | I: 2
> O=C(CN1CCN(Cc2ccccc2)CC1)Nc1ccc(F)c(F)c1
  A: 1 | B: -5 | C: 2 | D: 13 | E: -8 | F: 18 | G: 2 | H: -2.2 | I: -10
> CCOC1=C2[C@H]([C@H]3C(=O)N(c4ccccc4)C(=O)[C@H]3C1)[C@@H](c1ccccc1)N(S(=O)(=O)c1ccc(C)cc1)[C@H]2c1ccccc1
  A: 0 | B: 4 | C: 0 | D: -17 | E: 3 | F: . | G: 0 | H: . | I: -2
> CC(OC(=O)Cc1c[nH]c2ccccc12)C(=O)NC1(C#N)CCCCC1 (stereo not given)
  A: 2 | B: 9 | C: -4 | D: 3 | E: 12 | F: -2 | G: 2 | H: -0.8 | I: -4
> CC1(C)CC(=O)c2sc(NC(=O)c3ccco3)nc2C1
  A: 1 | B: -1 | C: 0 | D: -11 | E: -2 | F: -19 | G: -2 | H: 4.3 | I: 1
> COc1ccc(NC(=O)C(C)N2C(=O)C3CC=C(Cl)CC3C2=O)cc1 (stereo not given)
  A: 1 | B: -4 | C: 11 | D: 5 | E: 15 | F: -8 | G: -2 | H: 0.3 | I: -2
> COc1ccccc1N1CCN(c2ccc3c(c2)S(=O)(=O)c2cccc(C(=O)NCc4ccc(F)cc4)c2C3=O)CC1
  A: 12 | B: -3 | C: 19 | D: 7 | E: -10 | F: 5 | G: -6 | H: 0.1 | I: 1
> COc1ccc(S(=O)(=O)NCCc2cn3nc(C)c(C)nc3n2)cc1F
  A: 0 | B: 3 | C: -3 | D: 9 | E: 16 | F: -13 | G: 4 | H: -0.3 | I: 0
> Cc1ccc(OCc2ccc(C(=O)Nc3cc(C)on3)o2)c([N+](=O)[O-])c1
  A: 1 | B: 4 | C: 2 | D: -14 | E: -2 | F: -5 | G: -1 | H: 0.2 | I: -5
> O=C(NC(=S)Nc1cccc2ncccc12)c1ccco1
  A: 1 | B: 18 | C: 5 | D: -4 | E: 10 | F: -9 | G: 6 | H: 2.4 | I: 0
> COc1ccc(Nc2oc(COc3ccccc3OC)nc2C#N)cc1
  A: 11 | B: -6 | C: 13 | D: 0 | E: 3 | F: 0 | G: -18 | H: 1.8 | I: -2
> CCOC(=O)COc1ccc2c3c(c(=O)oc2c1C)CCC3
  A: 1 | B: 1 | C: 7 | D: 1 | E: -2 | F: 11 | G: -5 | H: 0.0 | I: -1
> CN(C(=O)COC(=O)c1cc(S(=O)(=O)N2CCOCC2)ccc1F)C1CCS(=O)(=O)C1 (stereo not given)
  A: 0 | B: 5 | C: -1 | D: -5 | E: 1 | F: 2 | G: 6 | H: 4.5 | I: 1
> CC(C)c1cccc(C(C)C)c1NC(=O)OC1CCCCC1
  A: 0 | B: 10 | C: 0 | D: -9 | E: 1 | F: . | G: 0 | H: . | I: 2
> CC(C)n1cc(-c2ccc(Cl)cc2)cc(C#N)c1=O
  A: -3 | B: 2 | C: 1 | D: -6 | E: 4 | F: 21 | G: 2 | H: -7.9 | I: 1
> COc1ccc(OC)c(C(=O)CCCC(=O)c2cc(OC)ccc2OC)c1
  A: 2 | B: -6 | C: 4 | D: 31* | E: 11 | F: 15 | G: -5 | H: -5.7 | I: -5
> O=C(O)c1ccc(CN(Cc2ccccc2)S(=O)(=O)c2ccc(Cl)cc2)cc1
  A: 1 | B: 0 | C: 13 | D: 5 | E: 0 | F: 17 | G: -2 | H: -0.7 | I: -3
> CCOC(=O)c1c(N)n(CCOC(=O)c2cccs2)c2nc3ccccc3nc12
  A: 11 | B: -2 | C: 4 | D: 10 | E: 1 | F: 5 | G: -7 | H: -1.3 | I: -3
> CN(C)CCCNC(=O)COc1ccc(Br)cc1Cl
  A: 1 | B: 2 | C: 3 | D: -1 | E: 8 | F: 1 | G: 3 | H: -1.1 | I: -5

Record cards, from the list above. Values in the order: M4 ag | M4 PAM | M5 antag | M4 antag | M1 PAM | CRFBP-R2 block | M5 PAM | CRFR2-BP ag | CHRM5 agonist
CC(C)n1cc(-c2ccc(Cl)cc2)cc(C#N)c1=O as listed: -3 | 2 | 1 | -6 | 4 | 21 | 2 | -7.9 | 1
COc1ccc(S(=O)(=O)NCCc2cn3nc(C)c(C)nc3n2)cc1F as listed: 0 | 3 | -3 | 9 | 16 | -13 | 4 | -0.3 | 0
CCOC(=O)c1c(N)n(CCOC(=O)c2cccs2)c2nc3ccccc3nc12 as listed: 11 | -2 | 4 | 10 | 1 | 5 | -7 | -1.3 | -3
